eIF4E 4G PPI: inhibitors of eIF4E and eIF4G interaction in translation initiation | TR-FRET eIF4E-eIF4GI(517-606) binding, 2 h | inhibition, % at 21.7 µM | 220,000 tested, 0.37% active;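 active = inhibition above about 30%, limit read from the data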;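 also: 0% = full FRET control wells and 100% = background wells lacking eIF4GI fragment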
Target sequence (P63073 whole entry, looked up, the tested form may be a part): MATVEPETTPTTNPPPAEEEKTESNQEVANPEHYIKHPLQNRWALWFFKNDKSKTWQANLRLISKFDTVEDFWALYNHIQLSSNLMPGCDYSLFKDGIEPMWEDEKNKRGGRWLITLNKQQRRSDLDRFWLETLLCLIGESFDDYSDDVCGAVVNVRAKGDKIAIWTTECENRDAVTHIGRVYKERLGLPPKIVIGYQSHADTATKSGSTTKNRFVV
Target sequence (Q04637 whole entry, looked up, the tested form may be a part): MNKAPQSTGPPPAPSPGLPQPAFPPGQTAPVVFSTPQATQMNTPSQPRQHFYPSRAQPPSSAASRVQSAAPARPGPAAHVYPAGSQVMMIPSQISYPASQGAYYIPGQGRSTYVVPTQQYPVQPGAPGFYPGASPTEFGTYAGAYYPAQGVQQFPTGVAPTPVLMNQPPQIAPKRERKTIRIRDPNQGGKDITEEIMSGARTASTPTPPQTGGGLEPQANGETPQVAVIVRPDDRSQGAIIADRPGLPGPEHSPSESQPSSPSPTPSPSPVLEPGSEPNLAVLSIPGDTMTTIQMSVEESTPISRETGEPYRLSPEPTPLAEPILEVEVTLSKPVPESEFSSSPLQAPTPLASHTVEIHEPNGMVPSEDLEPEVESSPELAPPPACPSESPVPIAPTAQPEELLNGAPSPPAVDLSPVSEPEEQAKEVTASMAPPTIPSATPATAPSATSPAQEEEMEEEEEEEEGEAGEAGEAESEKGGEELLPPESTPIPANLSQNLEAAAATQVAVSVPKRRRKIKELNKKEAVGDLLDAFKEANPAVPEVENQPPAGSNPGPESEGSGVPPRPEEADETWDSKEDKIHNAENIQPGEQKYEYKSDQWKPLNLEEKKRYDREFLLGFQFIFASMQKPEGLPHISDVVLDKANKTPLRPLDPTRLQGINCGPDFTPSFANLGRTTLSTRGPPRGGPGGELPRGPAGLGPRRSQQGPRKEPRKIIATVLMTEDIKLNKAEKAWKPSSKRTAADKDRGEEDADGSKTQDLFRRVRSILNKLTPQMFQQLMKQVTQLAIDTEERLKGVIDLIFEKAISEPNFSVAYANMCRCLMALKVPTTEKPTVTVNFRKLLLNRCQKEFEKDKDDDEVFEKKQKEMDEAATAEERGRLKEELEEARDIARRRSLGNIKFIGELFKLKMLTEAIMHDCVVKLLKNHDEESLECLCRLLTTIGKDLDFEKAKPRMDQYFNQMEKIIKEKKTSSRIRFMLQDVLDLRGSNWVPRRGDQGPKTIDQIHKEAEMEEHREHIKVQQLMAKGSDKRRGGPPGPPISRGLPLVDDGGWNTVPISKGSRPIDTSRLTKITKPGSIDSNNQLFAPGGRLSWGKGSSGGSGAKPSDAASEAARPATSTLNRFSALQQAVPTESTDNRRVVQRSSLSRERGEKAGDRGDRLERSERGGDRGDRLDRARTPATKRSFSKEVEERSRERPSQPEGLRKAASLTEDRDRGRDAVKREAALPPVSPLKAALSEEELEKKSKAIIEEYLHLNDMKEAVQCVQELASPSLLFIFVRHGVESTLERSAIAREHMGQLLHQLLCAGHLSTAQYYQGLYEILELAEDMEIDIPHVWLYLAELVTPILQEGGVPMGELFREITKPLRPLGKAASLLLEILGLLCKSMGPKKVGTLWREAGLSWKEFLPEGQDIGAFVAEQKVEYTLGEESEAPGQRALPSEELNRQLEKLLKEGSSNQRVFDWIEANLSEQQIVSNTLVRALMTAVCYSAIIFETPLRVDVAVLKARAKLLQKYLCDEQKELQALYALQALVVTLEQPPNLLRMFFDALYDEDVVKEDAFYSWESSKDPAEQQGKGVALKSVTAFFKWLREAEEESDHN
S1P4 agonist: human S1P4 receptor agonism; activation, % at 4.98 µM; S1P4-expressing cell line, agonist reporter assay; 220,000 tested, 0.35% active; in the data active = activation above about 11%;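 also: 0% = DMSO vehicle and 100% = reference agonist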
NPY-Y1 PAM-ag: potentiators or agonists of human neuropeptide Y receptor Y1. 220,000 tested, 0.37% active. NPY-Y1 expressing cells, potentiator/agonist activation. P25929. activation, % at 3.6 µM; in the data active = activation above about 33%, passing the limit was not always enough;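 also: cells stimulated with NPY at EC10 then isoproterenol at EC100; 0% = low agonist plus stimulus and 100% = saturating agonist plus stimulus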
S1P4 antagonist: human S1P4 receptor antagonism | O95977 | S1P4-expressing cells, antagonist mode, reporter read-out | inhibition, % at 4.98 µM | 220,000 tested, 0.26% active | AID 1510; in the data active = inhibition above about 29%;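 also: 0% = wells stimulated with agonist and 100% = vehicle wells without agonist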
NPY-Y2 PAM-ag: potentiators or agonists of human neuropeptide Y receptor Y2; P49146; 220,000 tested, 0.45% active; cells expressing NPY-Y2, potentiator/agonist read-out; activation, % at 3.6 µM; in the data active = activation above about 27%;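 also: cells stimulated with NPY near EC25 plus isoproterenol at EC100; 0% = vehicle plus submaximal agonist and 100% = vehicle plus saturating agonist; some results beyond the cut were filed as inactive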
PGE2 EP2 inh: blocks the human prostaglandin E2 receptor EP2; P43116; C6 glioma cells expressing human EP2, cAMP TR-FRET; cells stimulated with saturating PGE2; inhibition, % at 25 µM; 260,000 tested, 0.52% active; AID 1422;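 active = percent inhibition above 40 after rounding to a whole number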;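 also: rat C6 glioma host cells with rolipram phosphodiesterase inhibitor present; the protocol text gives 20 µM as final concentration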
p97 ATPase inh: blocks human p97 ATPase activity. P55072. recombinant p97 ATPase, Kinase-Glo ATP luminescence, 3 h. inhibition, % at 8 µM. 220,000 tested, 0.42% active; in the data active = inhibition above about 15%;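 also: 0% = DMSO vehicle and 100% = wells lacking enzyme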
NPY Y1 blocker: antagonists of human neuropeptide Y receptor Y1. AID 1040. 200,000 tested, 1% active. HEK293-CNG Y1 cells, membrane potential fluorescence; NPY at EC95, then isoproterenol. inhibition, % at 3.6 µM. P25929;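 active = inhibition above the campaign mean inhibition of all tested compounds plus 3 SD, cut at about 20% in these data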;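 also: 0% = DMSO wells given NPY plus isoproterenol and 100% = isoproterenol alone without NPY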
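Material: HEK293 Y1/CNG channel cell line | Also added: NPY (25 nM), isoproterenol (1 µM), Ro 20-1724 (25 µM) | Compound: One concentration, 3.6 µM, in 0.4% DMSO | Schedule: 3 h dye uptake, 1 h room-temperature compound, 45 min post-isoproterenol | Signal: Membrane-potential fluorescent dye readout | Read-out: % inhibition of NPY effect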
EP2 mod: modulators of human EP2 prostaglandin E2 receptor. P43116. EP2-expressing cells, cAMP HTRF FRET, PGE2 co-stimulation. induction, % at 25 µM. 260,000 tested, 0.83% active. AID 940;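 active = compounds whose cAMP rise, as percent of the full-agonist control response, exceeds 60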;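 also: rat C6 glioma line stably carrying human EP2 under a CMV promoter; the protocol text gives 20 µM as final concentration; 100% = response of wells given 1 µM PGE2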
An asterisk follows results filed as active; . = no result given; & = joins results of further samples; [ ] = remark or other dose. A portion of the library; the hit share may differ from the screen's.

SMILES	eIF4E 4G PPI	S1P4 agonist	NPY-Y1 PAM-ag	S1P4 antagonist	NPY-Y2 PAM-ag	PGE2 EP2 inh	p97 ATPase inh	NPY Y1 blocker	EP2 mod
Cn1cc([N+](=O)[O-])c(C(=O)NNC(=O)c2ccc([N+](=O)[O-])cc2)n1	-2	1.6	-13	-8	-11	6	0	4	6
COc1cccc(CN(C)Cc2nc3cc(C(F)(F)F)ccc3c(=O)[nH]2)c1	-4	-0.9	-24	-14	-15	9	-2	.	10
CS(=O)(=O)N1CCN(C(=O)Cc2ccccc2Cl)CC1	2	0.5	5	-13	-1	0	1	7	9
Cn1c2ccccc2c2nnc(NN)nc21	2	2.0	0	-16	-6	3	3	.	12
CC(C)c1nnc(NC(=O)CN2C(=O)c3ccccc3C2=O)s1	3[fluorescence artefact?]	1.2	-8	-7	-8	4	0	2	24
Clc1ccc(/C=N\Nc2ccccc2)cc1	1	0.3	21	0	-5	6	5	.	25
CCOc1cc2c(cc1C(C)(C)C)NC(=O)CS2	6	-0.7	-1	-8	15	10	2	5	26
COC(=O)c1sccc1-c1ccc(C(=O)Nc2ccccc2)o1	3[fluorescence artefact?]	-0.7	14	4	-25	15	0	7	9
CCC(=O)N1Cc2ccccc2-c2ccccc2C1=O	-3	0.9	-12	-2	12	12	3	0	47
COc1ccc(N(Cc2cc3ccc(C)cc3[nH]c2=O)C(C)=O)cc1	0	1.1	4	-3	4	8	7	1	-1
N#Cc1ccccc1Sc1ccccc1C(=O)OCC(=O)NC1CCS(=O)(=O)C1 (stereo unspecified)	5	5.4	-1	-11	-6	3	1	2	-10
CC(C)(C)NC(=O)Cn1nnc(-c2ccccc2NC(=O)c2cnccn2)n1	5	-2.5	2	-3	-6	14&1	-2	1	-56&-2
COCCCNC(=S)NC1CC2CCCC(C1)N2Cc1cccs1 (stereo unspecified)	5[fluorescence artefact?]	-2.6	19	-10	-18	13	1	-1	-12
O=C(Cc1ccccc1)NC(NNc1ccccc1)(C(F)(F)F)C(F)(F)F	-4	1.4	20	-19	4	8	1	-1	39
O=C(NC1CCCc2ccccc21)C1CCC(CNS(=O)(=O)c2cccc3nsnc23)CC1 (stereo unspecified)	3[fluorescence artefact?]	-1.5	8	-5	1	5	3	3	14
O=C(Nn1c(SCc2ccc([N+](=O)[O-])cc2)nc2ccccc2c1=O)c1ccc(F)cc1	23	1.0	-5	-19	-2	4	4	4	-40
COc1ccc(NS(=O)(=O)c2cc(NC(=O)c3sccc3C)ccc2N2CCOCC2)cc1	4	-0.5	-8	-1	0	9	3	.	-27
CCc1ccccc1NC(=O)CSc1nc2ccccc2n1CC(=O)N1CCCC1	1	-0.6	-27	-9	-10	15&8	-5	4	-11&15
O=C(CCn1c(=O)oc2ccccc21)Nc1cccc(Cl)c1	-1	-0.2	3	5	4	11	-1	-3	2
CC(C)(C)NC(=O)NC(=O)CN1CCN(Cc2ccccc2)CC1	1	0.8	-8	-4	12	14	2	2	-23
COc1ccc2oc(C(=O)OCC(=O)c3ccc4c(c3)OCCO4)c(C)c2c1	3	1.9	-6	-16	8	2	-3	6	-14
Nc1nc(N)c(N=Nc2ccc(C(=O)O)cc2)c(N)n1	9	0.3	13	-2	0	8	10	.	3
CCCn1c(NCc2cccs2)nc2ccccc21	3[fluorescence artefact?]	-0.8	-18	5	2	8	12	5	5
Cc1cc(Cl)ccc1OCCCC(=O)N1CCN(C)CC1	-5	0.8	19	3	8	21	0	1	-21
O=C(Nc1cc(C(F)(F)F)ccc1Cl)C(Sc1nnc(-c2cccs2)o1)c1ccccc1 (stereo unspecified)	1	0.9	8	-13	1	7	8	-1	14

(list continues)
SMILES	eIF4E 4G PPI	S1P4 agonist	NPY-Y1 PAM-ag	S1P4 antagonist	NPY-Y2 PAM-ag	PGE2 EP2 inh	p97 ATPase inh	NPY Y1 blocker	EP2 mod
Cn1c(=O)c2c(ncn2CCCc2ccccc2)n(C)c1=O	0	2.1	2	-4	13	4	3	6	0
CCCOc1ccccc1C1NC(=O)NC(C)=C1C(=O)OCCOC(C)C (stereo unspecified)	5	-2.2	2	-5	-1	10	0	-5	-9
CN(Cc1ccccc1)Cc1ccccc1F	10[fluorescence artefact?]	-0.6	-8	-8	8	2	-2	1	-4
CCOc1ccc(C(=O)Nc2ccc(N3CCCC3)cc2)cc1	4[fluorescence artefact?]	2.4	7	-20	-11	15&14	-2	1	0&-30
CCCCNC(=O)COC(=O)c1ccc(NS(=O)(=O)c2ccc3c(c2)OCCO3)cc1	-3[fluorescence artefact?]	-1.4	-11	-10	-16	4	0	4	1
CCC1(C)Cc2c(sc3c2c(=O)n(C)c2nnc(SCC(=O)c4ccc(Cl)cc4)n32)CO1 (stereo unspecified)	.	1.1	-14	1	5	.	-1	-1	.
Cc1ccc(CNC(=O)Cn2c(=O)c3sccc3n(Cc3cccc([N+](=O)[O-])c3)c2=O)cc1	-1	0.5	5	-9	5	5	-2	-3	36
O=C1c2ccc(-c3ccc4c(c3)C(=O)N(CCO)C4=O)cc2C(=O)N1CCO	0	0.6	-1	-10	2	6	0	.	10
CC(C)=C1SC(N2CCN(c3cccc(Cl)c3)CC2)=NC1=O	0[fluorescence artefact?]	0.3	-6	1	11	10	1	2	-6
Cc1ccccc1NC(=S)NC(C)C(c1ccccc1)N1CCN(C)CC1 (stereo unspecified)	-2	0.9	-10	-1	-1	3	-1	0	5
CC1CCCCN1C(=O)CSc1nc(-c2ccccc2)cc(=O)[nH]1 (stereo unspecified)	-5	-2.6	8	-10	3	13	1	-12	15
CCOC(=O)N1CCN(C(=O)c2ccc3c(c2)NC(=O)C(N2CCOCC2)S3)CC1 (stereo unspecified)	-2	1.2	18	0	11	.	1	-1	-2
Cc1ccccc1N=C1SCC(=O)N1Cc1ccccc1	-1[fluorescence artefact?]	3.9	5	-9	16	12	3	3	67*
CCOC(=O)C1CCCN(CCC(=O)Nc2cc(C)cc(C)c2)C1 (stereo unspecified)	4	1.3	-2	-1	-15	4	3	4	3
N#Cc1c(N2C(=O)Nc3ccccc3N2O)sc2c1CCCC2	-1	2.3	-21	1	-7	5	-7	-2	3
COC(=O)/C=C/c1ccc2c(c1)OCO2	-2	-0.3	-14	-3	-6	1	2	4	-2
Cc1cc(C(=O)N2CCN(c3ncccn3)CC2)c2cc(F)ccc2n1	-2	1.3	-12	-3	5	6	-7	-5	2
Cc1cc(C)c(NS(=O)(=O)c2ccc(NC(=O)c3cccs3)cc2)c(C)c1	18	-0.4	-14	-18	7	2	7	-9	-59
CCOc1ccccc1N1CCN(CC(=O)NC(=O)NCc2ccco2)CC1	0	1.3	-4	-12	-7	1	-9	3	-12
CC(=O)N1CCN(C(=O)CCc2nc3sc4c(c3c(=O)[nH]2)CCCC4)CC1	0	0.5	-12	-12	0	-1	0	5	-7
CC(=O)c1cc(-c2ccccc2)n(CC(=O)N2CCC(C)CC2)c1C	3	-0.9	24	-8	-19	-1	1	0	12
C=CCN(C(=O)CNC(=O)c1ccco1)C(C(=O)NC1CCCCC1)c1ccccc1F (stereo unspecified)	-3[fluorescence artefact?]	0.9	4	-13	-14	13	-7	-2	2
COC(=O)C[N+](C)(C)C/C=C\c1ccccc1	-3	0.9	17	-18	16	8	3	4	-4
COc1ccc(C(=O)c2ccc(N3CCOCC3)c([N+](=O)[O-])c2)cc1	1	-0.5	-9	4	1	15	0	-3	-76
COC(=O)c1ccccc1NC(=O)CNc1cc(Cl)ccc1N1CCOCC1	-5	0.3	12	-5	4	7	-6	18	31

(next part)
SMILES	eIF4E 4G PPI	S1P4 agonist	NPY-Y1 PAM-ag	S1P4 antagonist	NPY-Y2 PAM-ag	PGE2 EP2 inh	p97 ATPase inh	NPY Y1 blocker	EP2 mod
COC(=O)c1ccccc1NC(=O)C(C)c1ccc([N+](=O)[O-])cc1 (stereo unspecified)	4	-1.3	1	4	-18	1	2	3	47
Cc1cc(NC(=O)Cc2cn3ccsc3n2)n(-c2ccccc2)n1	-3	1.1	26	-5	15	16	3	-3	7
COc1ccc(Nc2nc(Nc3ccc(OC)cc3)nc(-n3[nH]c(=O)c(C)c3C)n2)cc1	-31	-0.4	-4	1	13	2	5	6	-19
CCc1ccc(-n2c(SCc3cc(=O)n4cc(Br)ccc4n3)nc3[nH]ncc3c2=O)cc1	-16	1.4	-6	3	-9	19	3	3	4
Nc1cc(=O)[nH]c(=S)n1-c1cccc(C(F)(F)F)c1	5[fluorescence artefact?]	2.9	6	-10	-1	2	6	5	6
CCC(C)(C)NC(=O)/C=C/c1cnc2ccccc2n1	-2	0.0	-10	1	-2	5	4	6	-76
COc1ccc(/C=C(/NC(=O)c2ccccc2Cl)C(=O)O)cc1	4	-0.1	16	-17	14	5	5	5	28
Cc1ccc(C2(C)NC(=O)N(CC(=O)Nc3c(C)n(C)n(-c4ccccc4)c3=O)C2=O)cc1 (stereo unspecified)	0	0.4	-3	-1	6	5	4	1	7
COc1ccc(CCC(=O)Nc2cc([N+](=O)[O-])ccc2OC)cc1	1	-0.3	-8	-4	-12	13	3	6	-34
CCN(C(=O)COC(=O)CNC(=O)c1ccc2ccccc2c1)C1CCS(=O)(=O)C1 (stereo unspecified)	3	0.9	-2	-6	6	4	5	3	-25
N#CC(C(=O)O)=C1CCCC1	2[fluorescence artefact?]	0.1	6	3	2	17	0	1	18
O=c1c2[nH]c3ccc(Br)cc3c2ncn1CCCn1ccnc1	3	0.3	-4	-1	7	18	7	-7	4
COc1cc(/C=N/N2C(=O)c3ccccc3C2=O)ccc1O	8[fluorescence artefact?]	-3.0	-21	-20	-8	7	2	8	1
CN(C)c1ccc(C2/C(=C(/O)c3ccccc3)C(=O)C(=O)N2CCCC(=O)O)cc1 (stereo unspecified)	-5	0.7	12	-9	21	5	4	.	3
CCOC(=O)C(=CNc1cc(C)ccn1)C(=O)OCC	-3	-0.3	17	0	10	4	4	1	14
S=c1[nH]nc(-c2ccc(Cl)cc2)n1CCCN1CCOCC1	0	0.6	1	-15	3	4	1	3	14
O=C(NCCc1ccccc1)C1CCC(CNS(=O)(=O)c2cccc3cccnc23)CC1 (stereo unspecified)	-7	0.9	9	-6	-24	7	-3	.	-19
COCCNC(=O)C1CCCN(c2nn3c(=O)cc(C)nc3s2)C1 (stereo unspecified)	-2	-2.2	-4	-20	8	-7	4	-3	16
O=C(CSc1nc2ccccc2c(=O)n1Cc1ccco1)N1CCN(c2ccccc2)CC1	2	-0.7	5	-13	0	5	4	9	-8
COc1ccc(C2=NN(C(=S)Nc3ccccc3)C(c3ccccc3)C2)cc1 (stereo unspecified)	-21[fluorescence artefact?]	-0.9	11	-3	4	-2	-4	1	-1
COc1ccccc1N1CCN(C(=O)COc2ccc(C)cc2Br)CC1	0	-0.9	3	-21	8	9	-4	13	4
Cc1ccc(Cl)cc1Nc1nc(-c2sc(NC(=O)c3cccc(Cl)c3)nc2C)cs1	-20	-2.9	12	16	-14	14	2	-3	0
O=C1OCC(CO)(CO)N=C1NNc1ccccc1[N+](=O)[O-]	-2	0.3	24	-9	-1	3	6	.	-1
Cc1cccc(NC(=O)Nc2cccc(Oc3c(F)c(F)c(F)c(F)c3F)c2)c1	5	1.7	1	7	-2	5	3	-1	1
O=C(NN=C1CCC(=NNC(=O)c2cccnc2)CC1)c1cccnc1	-4	-0.6	0	-15	-5	9	4	-1	36

EP2 mod, what is marked active above
Molecule	eIF4E 4G PPI	S1P4 agonist	NPY-Y1 PAM-ag	S1P4 antagonist	NPY-Y2 PAM-ag	p97 ATPase inh	NPY Y1 blocker	EP2 mod
Cc1ccccc1N=C1SCC(=O)N1Cc1ccccc1	-1[fluorescence artefact?]	3.9	5	-9	16	3	3	67*

Screens as filed in PubChem BioAssay.
